SENP8 block-1 = SENP8 (human) protease inhibition; inhibition, % at 20 µM; Q96LD8; recombinant SENP8, Nedd8 substrate fluorescence; AID 602440; 360,000 tested, 0.64% active; in the data active means inhibition mostly above about 40%, no sharp cut-off; inactive means mostly below about 27%
Target sequence (Q96LD8 whole entry, looked up): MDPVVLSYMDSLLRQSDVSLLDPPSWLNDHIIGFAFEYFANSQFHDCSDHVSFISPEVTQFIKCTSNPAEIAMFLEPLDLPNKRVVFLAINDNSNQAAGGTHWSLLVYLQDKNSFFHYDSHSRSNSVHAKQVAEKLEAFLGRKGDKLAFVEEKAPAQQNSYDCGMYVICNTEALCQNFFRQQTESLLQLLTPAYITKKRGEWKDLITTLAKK
SENP6 inh = inhibitors of human SENP6 protease; 330,000 tested, 1.8% active; Recombinant SENP6 catalytic domain, aminoluciferin luminescence; Q9GZR1; AID 2599; inhibition, % at 10 µM;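 active means inhibition above about 50% at the single tested dose, limit read from the data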;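 further: plate controls were DMSO wells with enzyme for no effect and DMSO wells lacking enzyme for full effect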
Target sequence (Q9GZR1 628-1112 limits assumed): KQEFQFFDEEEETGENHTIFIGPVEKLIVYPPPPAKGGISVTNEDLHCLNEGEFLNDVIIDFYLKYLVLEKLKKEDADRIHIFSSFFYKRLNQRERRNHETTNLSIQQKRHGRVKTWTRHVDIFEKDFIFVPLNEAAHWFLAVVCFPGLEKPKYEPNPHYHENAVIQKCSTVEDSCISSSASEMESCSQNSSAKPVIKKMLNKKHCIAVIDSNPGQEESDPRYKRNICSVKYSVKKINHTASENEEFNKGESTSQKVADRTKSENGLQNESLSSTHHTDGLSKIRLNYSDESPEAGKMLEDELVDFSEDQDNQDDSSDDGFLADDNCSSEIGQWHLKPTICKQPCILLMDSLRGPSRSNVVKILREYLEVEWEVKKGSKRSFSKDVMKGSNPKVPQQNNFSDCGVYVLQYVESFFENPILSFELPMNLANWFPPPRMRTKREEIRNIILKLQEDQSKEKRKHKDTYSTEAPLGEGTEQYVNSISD
PfG6PD inh = PfG6PD (Plasmodium falciparum) enzyme inhibition. AID 504690. inhibition, % at 20 µM. 350,000 tested, 0.78% active. PfGluPho enzyme, NADPH resazurin-diaphorase fluorescence;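 active means inhibition reaching at least a set limit at 20 µM in the primary screen, cut at about 59% in these data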;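 further: 0% = DMSO wells with substrate and 100% = DMSO wells lacking glucose-6-phosphate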
SENP8 block-2 = blocks the human protease SENP8 | AID 2540 | Q96LD8 | purified SENP8, Z-RLRGG-aminoluciferin cleavage, luminescence | inhibition, % at 10 µM | 330,000 tested, 1.2% active; in the data active means inhibition above about 50%
Apaf-1 inh = human Apaf-1 inhibition | 330,000 tested, 0.71% active | AID 489030 | O14727 | inhibition, % at 20 µM | reconstituted apoptosome caspase-3 activity, DEVD-Rh110 fluorescence; active means inhibition of at least 40% at 20 µM;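 further: plate controls were DMSO wells for no effect and DEVD-CHO caspase inhibitor wells for full effect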
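Medium: Hepes buffer, pH 7.5 / System: biochemical Apaf-1 apoptosome reconstitution / Measured by: Rh110 fluorescence, excitation 480 nm, emission 540 nm / Times: compound with Apaf-1, dATP, procaspase-3 30 min, then 50 min reaction, room temperature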
SENP1 inh = blocks the human SENP1 SUMO protease catalytic domain | recombinant SENP1 catalytic domain, CyPet-SUMO1-YPet FRET cleavage | Q9P0U3 | 360,000 tested, 0.21% active | inhibition, % at 10 µM;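 active means inhibition at least 30% at 10 µM, raw YFP signal under a set limit, fluorescence ratio 0.5 to 1.5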;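 further: 0% = enzyme with DMSO and 100% = no enzyme wells; some results filed as inactive read as strong as hits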
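System: Recombinant human SENP1 catalytic domain, His6-tagged | Incubation: Enzyme reaction for 50 min at room temperature, dark | Medium: Tris pH 8 with BME, BSA, NP40 and catalase | Also added: 25 nM SUMO1 FRET substrate | Compound: 10 µM single point, 0.5% DMSO | Measured by: FRET fluorescence in CFP and YFP emission channels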
HKDC1 inh = inhibitors of human hexokinase HKDC1; inhibition, % at 20 µM; 340,000 tested, 0.16% active; recombinant HKDC1, G6PDH/diaphorase resazurin coupled fluorescence;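 active means inhibition above about 35% when tested at 20 µM, limit read from the data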;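 further: plate controls were DMSO wells with enzyme for no effect and DMSO wells lacking enzyme for full effect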
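Material: recombinant HKDC1 hexokinase; Amount: HKDC1 at 5 µg/mL; Medium: Tris pH 8.0 buffer with MgCl2, Tween-20, BSA, BME; Schedule: 90 min reaction incubation at room temperature, dark; Technique: coupled resazurin fluorescence, excitation 525 nm, emission 613 nm.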
SENP7 block = blocks the human protease SENP7. Q9BQF6. inhibition, % at 5 µM. recombinant SENP7, Z-RLRGG-aminoluciferin luminescence, 40 min. 330,000 tested, 1.5% active;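 active means inhibition above about 50% at the single test dose, limit read from the data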;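 further: plate controls were DMSO with enzyme for no effect and no enzyme buffer wells for full effect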
Target sequence (Q9BQF6 706-1050 limits assumed): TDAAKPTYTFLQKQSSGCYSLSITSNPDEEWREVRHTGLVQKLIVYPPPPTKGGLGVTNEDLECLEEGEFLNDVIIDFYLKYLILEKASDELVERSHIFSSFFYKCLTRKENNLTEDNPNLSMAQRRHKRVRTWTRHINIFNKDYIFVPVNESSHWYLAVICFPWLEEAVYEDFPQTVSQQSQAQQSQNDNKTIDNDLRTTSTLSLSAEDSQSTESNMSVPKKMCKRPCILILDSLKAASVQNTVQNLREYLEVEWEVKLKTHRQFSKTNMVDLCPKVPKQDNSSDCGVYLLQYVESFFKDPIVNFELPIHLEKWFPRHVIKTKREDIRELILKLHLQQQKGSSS
The depositor's hits bear a star.

What do the screens show for `CC(CC12CC3CC(CC(C3)C1)C2)NCc1ccccc1O` (stereo not drawn)?
SENP8 block-1: 13.6; SENP6 inh: 13.2; PfG6PD inh: 4.1; SENP8 block-2: -7.6; Apaf-1 inh: 10.6; SENP1 inh: 1.7; HKDC1 inh: -3.6; SENP7 block: -1.1

How did CCOC(=O)C1(CC2CC2)CCN(C(=O)c2cc(C)nc3ccc(CC)cc23)CC1 do in these assays?
SENP8 block-1: 8.0; SENP6 inh: -14.4; PfG6PD inh: -5.0; SENP8 block-2: -6.4; Apaf-1 inh: 14.8; SENP1 inh: 1.1; HKDC1 inh: -4.1; SENP7 block: 3.7

Results for Cc1ccc(C)c(CN2CCC(CNC(=O)Nc3ccc(Br)cc3F)CC2)c1 ?
SENP8 block-1: 16.9; SENP6 inh: -39.9; PfG6PD inh: 16.3; SENP8 block-2: 3.7; Apaf-1 inh: 2.0; SENP1 inh: 1.9; HKDC1 inh: -0.5; SENP7 block: -0.7

How did Fc1ccc(CSc2nnc(-c3ccco3)o2)cc1 do in these assays?
SENP8 block-1: 13.0; SENP6 inh: -7.6; PfG6PD inh: 16.5; SENP8 block-2: -11.5; Apaf-1 inh: -1.5; SENP1 inh: 0.8; HKDC1 inh: -4.6; SENP7 block: 0.7

Results for CN(CCc1ccccn1)C(=O)CCC1CCCN(Cc2ccccc2OC(F)F)C1 (stereo not drawn) ?
SENP8 block-1: 29.2; SENP6 inh: 9.6; PfG6PD inh: 1.5; SENP8 block-2: 4.5; Apaf-1 inh: -11.0; SENP1 inh: 0.6; HKDC1 inh: -2.3; SENP7 block: 0.7

Results for Cc1c(C(N)=O)sc2ncn(CC(=O)OC(C)C)c(=O)c12 ?
SENP8 block-1: 0.2; SENP6 inh: 0.1; PfG6PD inh: 0.2; SENP8 block-2: -5.4; Apaf-1 inh: 6.9; SENP1 inh: -5.2; HKDC1 inh: -1.3; SENP7 block: -15.5

What do the screens show for `C/[N+]([O-])=C1\Cc2ccccc2C1=O`?
SENP8 block-1: 25.6; SENP6 inh: -28.8; PfG6PD inh: 9.5; SENP8 block-2: -3.5; Apaf-1 inh: -4.9; SENP1 inh: 2.8; HKDC1 inh: -2.6; SENP7 block: -3.8

Results for Cc1nnc(SCC(=O)Nc2cccc(Cl)c2)n1CC1CCCO1 (stereo not drawn) ?
SENP8 block-1: 0.9; SENP6 inh: -13.0; PfG6PD inh: -21.1; SENP8 block-2: -12.6; Apaf-1 inh: 6.9; SENP1 inh: -3.5; HKDC1 inh: -5.3; SENP7 block: -9.8

What do the screens show for `CC1CN(C(=S)SCCN2C(=O)CCC2=O)CC(C)O1` (stereo not drawn)?
SENP8 block-1: 17.9; SENP6 inh: -3.1; PfG6PD inh: -9.4; SENP8 block-2: 4.5; Apaf-1 inh: 2.2; SENP1 inh: 1.3; HKDC1 inh: -4.2; SENP7 block: 9.9

How did CCOc1ccc(Oc2ccc(Cl)cc2NC(=O)C2=COCCO2)cc1 do in these assays?
SENP8 block-1: 5.0; SENP6 inh: -1.4; PfG6PD inh: 4.9; SENP8 block-2: -7.8; Apaf-1 inh: 13.1; SENP1 inh: 2.1; HKDC1 inh: 2.9; SENP7 block: 14.2

Results for C=CCNC(=O)C1CCN(S(=O)(=O)c2ccc(Br)cc2)CC1 ?
SENP8 block-1: 11.1; SENP6 inh: -13.0; PfG6PD inh: -1.2; SENP8 block-2: 3.7; Apaf-1 inh: -16.6; SENP1 inh: 0.7; HKDC1 inh: -5.5; SENP7 block: -1.9

How did CCOC(=O)[C@@H]1[C@H]2COc3cc(OC)ccc3[C@@H]2N2C(=O)N(c3ccc(F)cc3)C(=O)[C@]12C do in these assays?
SENP8 block-1: 9.7; SENP6 inh: -0.2; PfG6PD inh: -1.0; SENP8 block-2: 6.4; Apaf-1 inh: 16.4; SENP1 inh: 2.0; HKDC1 inh: -3.5; SENP7 block: -1.5

Results for O=c1[nH]nc(CNc2ccc(O)cc2)c2ccccc12 ?
SENP8 block-1: 114.4*; SENP6 inh: 10.3; PfG6PD inh: 59.4*; SENP8 block-2: -0.7; Apaf-1 inh: 94.5*; SENP1 inh: 10.1; HKDC1 inh: 15.4; SENP7 block: 48.7

What do the screens show for `CCOc1ccc(C(=O)Nc2cccc3nsnc23)cc1[N+](=O)[O-]`?
SENP8 block-1: -228.6; SENP6 inh: -2.0; PfG6PD inh: -2.0; SENP8 block-2: 2.0; Apaf-1 inh: -15.0; SENP1 inh: -3.6; HKDC1 inh: -4.1; SENP7 block: -10.6

What do the screens show for `O=C(CN1C(=O)c2cccc3cccc1c23)NC1CCCC1`?
SENP8 block-1: -173.7; SENP6 inh: 10.5; PfG6PD inh: 10.7; SENP8 block-2: 2.6; Apaf-1 inh: 7.8; SENP1 inh: -17.9; HKDC1 inh: 0.2; SENP7 block: 4.2

How did CCC(c1c(C)[nH]oc1=O)c1c(C)[nH]oc1=O do in these assays?
SENP8 block-1: 21.5; SENP6 inh: -8.5; PfG6PD inh: -6.8; SENP8 block-2: -2.0; Apaf-1 inh: -2.0; SENP1 inh: 1.5; HKDC1 inh: -5.3; SENP7 block: 3.8

What do the screens show for `COc1ccc(NC(=O)CCCNC(=O)Cn2cnc3sc(C)c(C)c3c2=O)cc1Cl`?
SENP8 block-1: 26.2; SENP6 inh: 4.5; PfG6PD inh: -10.2; SENP8 block-2: -10.5; Apaf-1 inh: 3.3; SENP1 inh: 1.2; HKDC1 inh: -2.5; SENP7 block: -12.0

What do the screens show for `Cc1ccccc1C(=O)Nc1cccc(C(=O)N/N=C/c2cc(Cl)cc([N+](=O)[O-])c2O)c1`?
SENP8 block-1: 26.9; SENP6 inh: 26.4; PfG6PD inh: -33.9; SENP8 block-2: 3.3; Apaf-1 inh: 7.0; SENP1 inh: 7.8; HKDC1 inh: -26.9; SENP7 block: 1.1

What do the screens show for `COc1ccc(C2(C#N)CCC(=O)N2c2ccccc2)cc1` (stereo not drawn)?
SENP8 block-1: 16.3; SENP6 inh: -2.6; PfG6PD inh: 8.2; SENP8 block-2: 1.0; Apaf-1 inh: -21.8; SENP1 inh: 2.1; HKDC1 inh: -1.9; SENP7 block: 2.5

Results for COc1cc([N+](=O)[O-])cc(/C=N/NC(=O)c2cc(-c3ccccc3)nc3ccccc23)c1O ?
SENP8 block-1: 6.2; SENP6 inh: 7.6; PfG6PD inh: -41.0; SENP8 block-2: -6.7; Apaf-1 inh: -3.5; SENP1 inh: 50.5; HKDC1 inh: -16.0; SENP7 block: -2.4

What do the screens show for `CC(C)(C)OC(=O)NCCc1nnc(SCc2ccccc2)o1`?
SENP8 block-1: 7.6; SENP6 inh: -6.2; PfG6PD inh: -7.0; SENP8 block-2: 2.8; Apaf-1 inh: -13.5; SENP1 inh: 0.3; HKDC1 inh: -2.9; SENP7 block: 6.7

Results for O=C(COC(=O)c1ccccc1NCCO)Nc1cccc(S(=O)(=O)NC2=NCCCCC2)c1 ?
SENP8 block-1: inactive; SENP6 inh: -21.3; PfG6PD inh: -0.7; SENP8 block-2: 0.4; Apaf-1 inh: -2.1; SENP1 inh: -6.5; HKDC1 inh: 0.4; SENP7 block: -7.0

Results for O=C(Nc1ccc(SC(F)F)cc1)c1cc(-c2ccncc2)nc2ccccc12 ?
SENP8 block-1: 8.6; SENP6 inh: -10.4; PfG6PD inh: 18.0; SENP8 block-2: 6.0; Apaf-1 inh: 25.0; SENP1 inh: 11.4; HKDC1 inh: 1.4; SENP7 block: -0.8

Results for C=CCOc1cccc(CNCc2ccncc2)c1 ?
SENP8 block-1: -345.2; SENP6 inh: 13.0; PfG6PD inh: 1.2; SENP8 block-2: 0.0; Apaf-1 inh: -4.4; SENP1 inh: -0.9; HKDC1 inh: 4.9; SENP7 block: 9.6

What do the screens show for `CCCCCCCSc1nnc(N)s1`?
SENP8 block-1: 8.5; SENP6 inh: -4.3; PfG6PD inh: -0.1; SENP8 block-2: -7.3; Apaf-1 inh: 1.7; SENP1 inh: 0.6; HKDC1 inh: 0.7; SENP7 block: 3.1

Results for Cc1ccc(CNC(=O)c2ccc(NC(=O)C3=CSCCO3)cc2)cc1 ?
SENP8 block-1: -5.4; SENP6 inh: -3.4; PfG6PD inh: 6.1; SENP8 block-2: 5.8; Apaf-1 inh: -12.6; SENP1 inh: 1.9; HKDC1 inh: -1.8; SENP7 block: -1.9

How did Cc1ccc(OCc2cc(C(=O)N(C)CCc3ccccn3)no2)cn1 do in these assays?
SENP8 block-1: -8.0; SENP6 inh: -9.3; PfG6PD inh: -17.6; SENP8 block-2: -1.6; Apaf-1 inh: -9.3; SENP1 inh: 0.2; HKDC1 inh: 7.1; SENP7 block: -0.1

What do the screens show for `O=C(NCCCn1ccnc1)c1ccc(OCC(F)(F)F)cc1`?
SENP8 block-1: 12.9; SENP6 inh: 1.4; PfG6PD inh: 17.6; SENP8 block-2: 1.0; Apaf-1 inh: 7.8; SENP1 inh: 1.8; HKDC1 inh: -5.8; SENP7 block: 4.5

What do the screens show for `Cc1cc(F)ccc1NC(=O)c1cc(S(=O)(=O)N2CCc3ccccc32)cn1C`?
SENP8 block-1: 23.6; SENP6 inh: -5.8; PfG6PD inh: -0.6; SENP8 block-2: 12.1; Apaf-1 inh: 1.9; SENP1 inh: 2.9; HKDC1 inh: -1.8; SENP7 block: 0.2

How did CC(C)=CCC[C@](C)(O[C@@H]1O[C@H](CO[C@@H]2OC[C@@H](O)[C@H](O)[C@H]2O)[C@@H](O)[C@H](O)[C@H]1O)C1CC[C@]2(C)C1[C@H](O)CC1[C@@]3(C)CC[C@H](O[C@@H]4O[C@H](CO)[C@@H](O)[C@H](O)[C@H]4O)C(C)(C)C3CC[C@]12C (stereo partly drawn) do in these assays?
SENP8 block-1: 12.2; SENP6 inh: -11.5; PfG6PD inh: 6.5; SENP8 block-2: -9.4; Apaf-1 inh: 17.6; SENP1 inh: 0.4; HKDC1 inh: -5.1; SENP7 block: -0.7

How did COc1ccc(/C=N/NC(=O)CCn2nc(C)cc2C)cc1O do in these assays?
SENP8 block-1: 17.8; SENP6 inh: -5.3; PfG6PD inh: 0.3; SENP8 block-2: 7.9; Apaf-1 inh: -24.9; SENP1 inh: 1.5; HKDC1 inh: -2.2; SENP7 block: -2.3

How did COc1ccccc1NC(=O)c1sc2nc3n(c(=O)c2c1C)CCC3 do in these assays?
SENP8 block-1: -495.8; SENP6 inh: 2.8; PfG6PD inh: -15.6; SENP8 block-2: 11.7; Apaf-1 inh: -1.1; SENP1 inh: 4.1; HKDC1 inh: -2.5; SENP7 block: -4.8

What do the screens show for `Cc1cc(C)n(CCN(C)Cc2cn[nH]c2-c2ccc(F)cc2F)n1`?
SENP8 block-1: 0.5; SENP6 inh: 2.7; PfG6PD inh: 4.5; SENP8 block-2: -1.2; Apaf-1 inh: -23.9; SENP1 inh: 1.9; HKDC1 inh: -9.8; SENP7 block: -4.9

Results for COc1ccc(NC(=O)N(C)C[C@H]2Oc3c(NS(=O)(=O)c4ccc(F)cc4)cccc3C(=O)N([C@H](C)CO)C[C@@H]2C)cc1 ?
SENP8 block-1: 9.2; SENP6 inh: -4.6; PfG6PD inh: 6.2; SENP8 block-2: -6.1; Apaf-1 inh: 0.0; SENP1 inh: 1.9; HKDC1 inh: -2.6; SENP7 block: -12.8

Compound activity as filed in PubChem.

An unsorted share of the library. Share with any hit: about 3.6%.
